INS-1E ATP HTS: INS-1E beta cell protection from cytokine death. actives 0.1% (n = 20,000). AID 488910. INS-1E cytokine-induced death, ATP luminescence, 48 h; normalised: neutral wells 0, positive control 100. protection from cytokine-induced ATP loss, % at 10 µM;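 active means mean replicate protection from cytokine-induced ATP loss at least 50% and at least 75% of replicates each reaching 50%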
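Assay system – rat INS-1E insulinoma cell line · Quantity – 8000 cells per well · Buffer or medium – RPMI without phenol red, 5% FBS · Schedule – 48 h co-treatment, 10 min post-lysis read · Technique – luminescent ATP assay (CellTiter-Glo)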
T cruzi intra: blocks T. cruzi growth inside host cells. intracellular Trypanosoma cruzi in host cells, plate reader. activity score (inhibition), % at 5.01 µM. actives 4.9% (n = 22,000). AID 651903; in the data active means activity score above about 55%;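 further: parasites and compound incubated about four days before reading; 0% = median of neutral control wells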
* hit, by the source's call; . = not tested or not shown. The list is partial, so the mix of outcomes need not match the whole.

SMILES	INS-1E ATP HTS	T cruzi intra
C[C@@H]1CN([C@@H](C)CO)C(=O)c2cc(NC(=O)Nc3ccc(C(F)(F)F)cc3)ccc2O[C@H]1CN(C)S(=O)(=O)c1ccc(F)cc1	1	32
C[C@@H]1CN([C@@H](C)CO)C(=O)c2cccc(NC(=O)Nc3ccc(F)cc3)c2O[C@H]1CN(C)S(=O)(=O)c1ccccc1	8	-3
COc1ccc(S(=O)(=O)Nc2ccc3c(c2)C(=O)N([C@@H](C)CO)C[C@@H](C)[C@@H](CN(C)Cc2ccc(C(F)(F)F)cc2)O3)cc1	-11	35
C[C@H]1CN([C@@H](C)CO)C(=O)c2cc(NC(=O)c3ccncc3)ccc2O[C@@H]1CN(C)S(=O)(=O)c1ccccc1	1	6
C[C@H](CO)N1C[C@H](C)[C@H](CN(C)C(=O)Nc2ccc(F)cc2)Oc2ncc(-c3cccc(C(F)(F)F)c3)cc2C1=O	.	51
COc1ccc(S(=O)(=O)Nc2ccc3c(c2)CC(=O)N([C@@H](C)CO)C[C@@H](C)[C@@H](CN(C)Cc2ccccc2)O3)cc1	-9	45
C[C@@H]1CN([C@@H](C)CO)C(=O)c2cc(NC(=O)CCC(F)(F)F)ccc2O[C@@H]1CN(C)S(=O)(=O)c1ccc(Cl)cc1	-2	17
O=C(N/N=C/c1ccc(Br)s1)c1ccccc1O	-118	-15
COc1ccc(CN(C)C[C@H]2Oc3ccc(NS(=O)(=O)c4ccc(C)cc4)cc3C(=O)N([C@H](C)CO)C[C@@H]2C)cc1	-1	35
COc1ccc(NC(=O)N(C)C[C@@H]2Oc3ccc(NC(=O)Nc4c(C)noc4C)cc3CC(=O)N([C@@H](C)CO)C[C@@H]2C)cc1	3	-18
Cc1ccc(S(=O)(=O)N(C)C[C@@H]2Oc3c(NC(=O)NC4CCCCC4)cccc3C(=O)N([C@H](C)CO)C[C@@H]2C)cc1	-15	-15
COc1ccc(NC(=O)Nc2ccc3c(c2)C(=O)N([C@H](C)CO)C[C@H](C)[C@H](CN(C)S(=O)(=O)c2ccccc2)O3)cc1	-3	13
C[C@@H]1CN([C@H](C)CO)C(=O)c2cccc(NC(=O)C3CC3)c2O[C@H]1CN(C)Cc1ccc(-c2ccccc2)cc1	-11	50
Cc1noc(C)c1S(=O)(=O)Nc1ccc2c(c1)CC(=O)N([C@@H](C)CO)C[C@H](C)[C@H](CN(C)C(=O)Nc1ccc(F)cc1)O2	2	-28
C[C@H]1CN([C@@H](C)CO)C(=O)Cc2cc(NC(=O)NC3CCCCC3)ccc2O[C@H]1CN(C)Cc1ccc(C(F)(F)F)cc1	-1	37
C[C@H](CO)N1C[C@H](C)[C@@H](CN(C)Cc2ccc(C(F)(F)F)cc2)Oc2ccc(NC(=O)CCC(F)(F)F)cc2C1=O	-7	8
C[C@H]1CN([C@@H](C)CO)C(=O)c2cc(NC(=O)Nc3ccccc3)ccc2O[C@@H]1CN(C)C(=O)Nc1ccc(F)cc1	11	5
C[C@H](CO)N1C[C@H](C)[C@@H](CN(C)C(=O)Nc2ccccc2)Oc2ccc(NC(=O)Cc3ccccc3)cc2C1=O	3	5
C[C@H]1CN([C@@H](C)CO)C(=O)Cc2cc(NC(=O)Nc3ccc(C(F)(F)F)cc3)ccc2O[C@@H]1CN(C)C(=O)NC1CCCCC1	-4	2
COc1ccc(S(=O)(=O)N(C)C[C@@H]2Oc3c(NS(=O)(=O)c4ccc(Cl)cc4)cccc3C(=O)N([C@@H](C)CO)C[C@@H]2C)cc1	-1	11
COc1ccc(S(=O)(=O)N(C)C[C@@H]2Oc3ccc(NS(=O)(=O)c4c(C)noc4C)cc3CC(=O)N([C@@H](C)CO)C[C@@H]2C)cc1	-3	-8
C[C@H](CO)N1C[C@H](C)[C@@H](CN(C)C(=O)Nc2cccc3ccccc23)OCc2cnnn2CCCC1=O	.	6
C[C@@H]1CN([C@H](C)CO)C(=O)c2cc(NC(=O)Nc3ccc(F)cc3)ccc2O[C@H]1CN(C)Cc1ccccc1	-4	-2
C[C@@H]1CN([C@@H](C)CO)C(=O)c2cccc(NC(=O)Nc3cccc4ccccc34)c2O[C@@H]1CN(C)Cc1ccc2c(c1)OCO2	-15	19
C[C@@H]1CN([C@H](C)CO)C(=O)c2cc(NC(=O)CCN3CCOCC3)ccc2O[C@@H]1CN(C)Cc1ccc(Cl)c(Cl)c1	2	-15
The list goes on.
SMILES	INS-1E ATP HTS	T cruzi intra
Cc1ccc(S(=O)(=O)Nc2cccc3c2O[C@H](CN(C)C(=O)Nc2ccc(F)cc2)[C@@H](C)CN([C@H](C)CO)C3=O)cc1	10	-23
C[C@H]1CN([C@@H](C)CO)C(=O)c2cc(NS(=O)(=O)c3ccccc3)ccc2O[C@@H]1CN(C)Cc1ccc(Cl)c(Cl)c1	-7	62*
C[C@H]1CN([C@@H](C)CO)C(=O)Cc2cc(NC(=O)Nc3ccc(F)cc3)ccc2O[C@H]1CN(C)Cc1ccc2c(c1)OCO2	-2	3
C[C@H]1CN([C@@H](C)CO)C(=O)c2cc(NS(=O)(=O)c3ccccc3)ccc2O[C@H]1CN(C)C(=O)Nc1ccccc1	1	-4
C[C@H]1CN([C@@H](C)CO)C(=O)Cc2cc(NC(=O)Nc3ccc(C(F)(F)F)cc3)ccc2O[C@H]1CN(C)S(=O)(=O)c1cccs1	-9	9
C[C@H]1CN([C@@H](C)CO)C(=O)c2cc(NS(=O)(=O)c3ccccc3)ccc2O[C@H]1CN(C)S(=O)(=O)c1ccc(Cl)cc1	0	-7
C[C@@H]1CN([C@H](C)CO)C(=O)c2cccc(NC(=O)Nc3ccc4c(c3)OCO4)c2O[C@H]1CN(C)Cc1ccc(-c2ccccc2)cc1	-7	17
C[C@@H]1CN([C@H](C)CO)C(=O)CCCn2nncc2CO[C@H]1CN(C)S(=O)(=O)c1ccc(-c2ccccc2)cc1	2	-4
COc1ccc(S(=O)(=O)Nc2ccc3c(c2)C(=O)N([C@@H](C)CO)C[C@@H](C)[C@@H](CN(C)Cc2ccncc2)O3)cc1	3	1
C[C@H](CO)N1C[C@H](C)[C@@H](CN(C)Cc2ccncc2)Oc2ccc(NC(=O)CCN3CCOCC3)cc2C1=O	-1	-4
C[C@@H]1CN([C@H](C)CO)C(=O)c2cc(NC(=O)C3CC3)ccc2O[C@@H]1CN(C)Cc1ccc(Oc2ccccc2)cc1	-24	7
C[C@@H]1CN([C@@H](C)CO)C(=O)c2cccc(NC(=O)c3ccncc3)c2O[C@H]1CN(C)C(=O)Nc1ccccc1	9	-3
C[C@@H]1CN([C@H](C)CO)C(=O)CCCn2nncc2CO[C@H]1CN(C)C(=O)c1ccc2ccn(C)c2c1	.	-11
C[C@@H]1CCCCO[C@@H](CN(C)Cc2ccccc2)[C@@H](C)CN([C@H](C)CO)C(=O)c2cc(NS(=O)(=O)c3ccc(F)cc3)ccc2O1	-6	-1
CC(C)NC(=O)N(C)C[C@H]1Oc2ccc(NC(=O)Cc3ccccc3)cc2C(=O)N([C@@H](C)CO)C[C@@H]1C	1	6
Cc1noc(C)c1NC(=O)N(C)C[C@H]1Oc2c(NC(=O)c3ccncc3)cccc2C(=O)N([C@H](C)CO)C[C@@H]1C	0	34
Cc1noc(C)c1NC(=O)N(C)C[C@H]1Oc2ccc(NC(=O)Cc3cn(C)c4ccccc34)cc2C(=O)N([C@@H](C)CO)C[C@@H]1C	.	-13
C[C@H]1CN([C@@H](C)CO)C(=O)c2cccc(NC(=O)c3ccncc3)c2O[C@H]1CN(C)Cc1ccc(C(=O)O)cc1	13	-30
CC(C)NC(=O)N(C)C[C@@H]1Oc2ccc(NC(=O)Nc3ccccc3)cc2C(=O)N([C@H](C)CO)C[C@H]1C	1	2
C[C@@H]1CN([C@@H](C)CO)C(=O)c2cc(NC(=O)C3CCCCC3)ccc2O[C@H]1CN(C)Cc1ccc(Oc2ccccc2)cc1	-34	-3
Cc1noc(C)c1NC(=O)Nc1ccc2c(c1)C(=O)N([C@H](C)CO)C[C@H](C)[C@H](CN(C)Cc1ccc(Cl)c(Cl)c1)O2	-14	-21
Cc1cc(C(=O)Nc2cccc3c2O[C@H](CN(C)C(=O)Nc2c(C)noc2C)[C@@H](C)CN([C@@H](C)CO)C3=O)n(C)n1	10	-10
C[C@H]1CN([C@@H](C)CO)C(=O)c2cccc(NS(=O)(=O)c3ccc(Cl)cc3)c2O[C@@H]1CN(C)CC1CCCCC1	8	4
C[C@@H]1CN([C@@H](C)CO)C(=O)c2cccc(NC(=O)C3CC3)c2O[C@@H]1CN(C)S(=O)(=O)c1cn(C)cn1	8	-9
C[C@@H]1CCCCO[C@H](CN(C)C(=O)Nc2ccc(C(F)(F)F)cc2)[C@@H](C)CN([C@H](C)CO)C(=O)c2cc(NC(=O)CCC(F)(F)F)ccc2O1	-12	66*

Structures above that contain a thiophene ring, fused or not, in the order listed:
SMILES	INS-1E ATP HTS	T cruzi intra
O=C(N/N=C/c1ccc(Br)s1)c1ccccc1O	-118	-15
C[C@H]1CN([C@@H](C)CO)C(=O)Cc2cc(NC(=O)Nc3ccc(C(F)(F)F)cc3)ccc2O[C@H]1CN(C)S(=O)(=O)c1cccs1	-9	9

Later entries.
SMILES	INS-1E ATP HTS	T cruzi intra
C[C@H](CO)N1C[C@H](C)[C@@H](CN(C)Cc2ccc(-c3ccccc3)cc2)Oc2c(NC(=O)C3CC3)cccc2C1=O	-53	69*
C[C@H]1CN([C@@H](C)CO)C(=O)Cc2cc(NC(=O)Cc3cn(C)c4ccccc34)ccc2O[C@H]1CN(C)Cc1ccccc1	-11	11
C[C@H]1CN([C@@H](C)CO)C(=O)c2cccc(NS(=O)(=O)c3ccc(Cl)cc3)c2O[C@H]1CN(C)Cc1ccc2c(c1)OCO2	2	-4
C[C@H]1CN([C@@H](C)CO)C(=O)c2cc(NC(=O)C3CCCCC3)ccc2O[C@H]1CN(C)C(=O)Nc1ccc(F)cc1	11	-6
Cc1ccc(S(=O)(=O)N(C)C[C@H]2Oc3ccc(NS(=O)(=O)c4ccc(Cl)cc4)cc3C(=O)N([C@H](C)CO)C[C@H]2C)cc1	-3	0
C[C@@H]1CN([C@@H](C)CO)C(=O)c2cccc(N(C)C)c2O[C@@H]1CN(C)C(=O)Nc1ccc(C(F)(F)F)cc1	1	36
C[C@H]1CN([C@@H](C)CO)C(=O)Cc2cc(NC(=O)Nc3ccc(F)cc3)ccc2O[C@@H]1CN(C)CC1CC1	-5	-2
C[C@H](CO)N1C[C@H](C)[C@H](CN(C)Cc2ccc(-c3ccccc3)cc2)Oc2ccc(NC(=O)c3ccncc3)cc2CC1=O	-4	40
C[C@@H]1CN([C@H](C)CO)C(=O)c2cccc(NC(=O)Nc3ccc(C(F)(F)F)cc3)c2O[C@H]1CN(C)C(=O)NC1CCCCC1	7	14
C[C@@H]1CN([C@H](C)CO)C(=O)c2cc(NS(C)(=O)=O)ccc2O[C@@H]1CN(C)S(=O)(=O)c1ccc(F)cc1	4	19
Cc1noc(C)c1NC(=O)N(C)C[C@@H]1Oc2ncc(C#Cc3ccccc3)cc2C(=O)N([C@H](C)CO)C[C@@H]1C	.	-4
C[C@@H]1CN([C@H](C)CO)C(=O)c2cc(NC(=O)Nc3ccc4c(c3)OCO4)ccc2O[C@H]1CN(C)Cc1ccc(Oc2ccccc2)cc1	.	-6
Cc1noc(C)c1NC(=O)Nc1cccc2c1O[C@H](CN(C)Cc1ccc(C(=O)Nc3ccccc3N)cc1)[C@H](C)CN([C@H](C)CO)C2=O	-7	41
C[C@@H]1CN([C@@H](C)CO)C(=O)c2cc(NC(=O)Nc3ccc4c(c3)OCO4)ccc2O[C@@H]1CN(C)C(=O)Nc1ccc2c(c1)OCO2	3	5
C[C@@H]1CN([C@H](C)CO)C(=O)Cc2cc(NS(=O)(=O)c3cn(C)cn3)ccc2O[C@H]1CN(C)CC1CC1	9	-15
C[C@@H]1CN([C@H](C)CO)C(=O)c2cc(NS(=O)(=O)c3ccc(F)cc3)ccc2O[C@@H]1CN(C)C(=O)Nc1ccc(F)cc1	0	-2
C[C@@H]1CN([C@@H](C)CO)C(=O)c2cc(NS(=O)(=O)c3ccccc3)ccc2O[C@@H]1CN(C)Cc1ccc(Oc2ccccc2)cc1	-40	17
C[C@@H]1CN([C@H](C)CO)C(=O)CCCn2cc(nn2)CO[C@@H]1CN(C)C(=O)Nc1ccc(C(C)(C)C)cc1	.	0
C[C@@H]1CN([C@H](C)CO)C(=O)c2cccc(NS(=O)(=O)c3ccc(Cl)cc3)c2O[C@@H]1CN(C)C(=O)NC1CCCCC1	5	-12
C[C@@H]1CCCCO[C@@H](CN(C)Cc2ccncc2)[C@@H](C)CN([C@H](C)CO)C(=O)c2cc(NC(=O)NC3CCCCC3)ccc2O1	3	4
C[C@H](CO)N1C[C@H](C)[C@@H](CN(C)Cc2ccc3c(c2)OCO3)Oc2c(NC(=O)c3cnccn3)cccc2C1=O	-10	11
Cc1noc(C)c1S(=O)(=O)N(C)C[C@@H]1Oc2ccc(NS(C)(=O)=O)cc2C(=O)N([C@@H](C)CO)C[C@@H]1C	10	-22
C[C@@H]1CN([C@@H](C)CO)C(=O)Cc2cc(NS(=O)(=O)c3ccccc3)ccc2O[C@@H]1CN(C)Cc1ccncc1	8	3

Screens deposited in PubChem by Broad Institute.
